Bioassay records deposited in PubChem by several laboratories.
Plk1 PBD FP: Plk1 (human) PBD binding inhibition. P53350. Plk1 PBD phosphopeptide binding, fluorescence polarization. inhibition, %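 (tested at about 20 µM)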. 97,000 compounds, 0.13% hits; in the data active = inhibition above about 34%, passing the limit was not always enough
Target sequence (P53350 whole entry, looked up): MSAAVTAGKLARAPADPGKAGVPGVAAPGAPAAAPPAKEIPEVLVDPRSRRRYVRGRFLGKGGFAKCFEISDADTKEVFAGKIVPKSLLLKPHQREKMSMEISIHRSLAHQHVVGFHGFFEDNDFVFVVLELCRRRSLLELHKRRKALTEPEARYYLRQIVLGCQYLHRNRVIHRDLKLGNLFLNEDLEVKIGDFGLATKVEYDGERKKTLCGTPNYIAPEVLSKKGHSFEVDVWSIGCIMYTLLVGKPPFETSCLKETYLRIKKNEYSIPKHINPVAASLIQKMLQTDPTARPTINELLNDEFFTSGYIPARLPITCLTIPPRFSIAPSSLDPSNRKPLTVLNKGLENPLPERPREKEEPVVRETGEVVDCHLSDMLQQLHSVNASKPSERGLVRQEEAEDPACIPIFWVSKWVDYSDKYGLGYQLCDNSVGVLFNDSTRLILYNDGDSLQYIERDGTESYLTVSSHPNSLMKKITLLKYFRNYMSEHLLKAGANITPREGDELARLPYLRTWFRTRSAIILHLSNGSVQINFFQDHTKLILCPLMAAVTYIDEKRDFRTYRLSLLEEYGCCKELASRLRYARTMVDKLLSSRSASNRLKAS
PTPN22 act: activators of human LYP (PTPN22) phosphatase; Q9Y2R2; recombinant LYP, DiFMUP fluorescence; 0 = plate median, 100 = signal doubled; activation, % at 2 µM; 96,000 compounds, 0.11% hits; AID 697;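 active = activation at 2 µM above a set limit, the mean plus 5 SD, cut at about 37% in these data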
PLK1 kinase inh: blocks human PLK1 kinase activity. recombinant PLK1 kinase, TR-FRET peptide phosphorylation. P53350. 97,000 compounds, 0.53% hits. inhibition, % at 10 µM;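 active = inhibition of 50% or more in the single-concentration screen; inactive = inhibition below 50%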;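 also: 0% = DMSO max control and 100% = H-89 dihydrochloride min control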
EphB4 antag: blocks human EphB4 binding to ephrin-B2 | P54760 | EphB4 LBD / TNYL-RAW-Alexa532 peptide, fluorescence polarization | inhibition, % at 7 µM | 97,000 compounds, 0.15% hits | AID 720;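 active = inhibition above the screen-wide mean inhibition plus 3 SD, cut at about 15% in these data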;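 also: 0% = DMSO wells and 100% = excess unlabeled TNYL-RAW peptide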
FAK inh: blocks human focal adhesion kinase activity. Q05397. biochemical FAK kinase activity assay. inhibition, %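 (tested at 7 µM)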. 97,000 compounds, 0.84% hits; in the data active = inhibition above about 19%;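 also: 0% = DMSO and 100% = reference compound high control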
Rev-RRE block: inhibitors of HIV-1 Rev-RRE RNA interaction; inhibition, % at 8 µM; Rev peptide-RRE RNA binding, FRET; 97,000 compounds, 0.79% hits; AID 704;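 active = inhibition above the screen-wide mean plus 3 SD, cut at about 35% in these data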;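 also: 0% = median DMSO wells and 100% = median Neomycin B control wells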
Target sequence (P05866 whole entry, looked up): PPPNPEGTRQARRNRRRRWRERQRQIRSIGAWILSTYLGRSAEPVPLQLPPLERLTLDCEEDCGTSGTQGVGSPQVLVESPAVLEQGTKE
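Assay system: Labelled RRE RNA duplex and labelled Rev peptide | Times: 5 min preincubation and 15 min binding, 25 °C | Detection: FRET, ex 480 nm, em 540 and 671 nm | Evaluation: % inhibition of FRET ratio versus controls | Benchmarks: DMSO wells as 0% and neomycin B wells as 100% inhibition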
PTK2B oligo ant: antagonists of human Pyk2 oligomerization. 99,000 compounds, 0.83% hits. Q293 cells, Pyk2 FERM NanoBiT luminescence; hits give low values. z-score (the deposit names both 25 µM and 10 µM). Q14289. AID 1347419;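 active = Z-score of -3 or lower, scaled per plate to the spread of control and sample wells; inactive = z-score above -3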;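 also: negative z-score means lost luminescence so less FERM oligomerization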
PTPN22 inh 2: inhibitors of human LYP (PTPN22) phosphatase; Q9Y2R2; recombinant LYP catalytic domain, DiFMUP fluorescence; inhibition, % at 2 µM; 96,000 compounds, 0.21% hits;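 active = inhibition at 2 µM at or above a set limit, the screen mean plus 3 SD, cut at about 24% in these data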;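 also: 0% = DMSO with enzyme and 100% = enzyme fully blocked by orthovanadate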
F-actin modifier: alters cytoskeleton assembly in HUVEC cells; 91,000 compounds, 0.18% hits; HUVEC TNFa F-actin phalloidin imaging, high content; AID 836; inhibition, % at 2 µM;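 active = inhibition above the batch mean plus 3 SD and confirmed as a hit by visual image inspection, cut at about 30% in these data, passing the limit was not always enough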; also: strong numbers were not always called active
An asterisk follows results filed as active; x = no result given.

Each structure is followed by: Plk1 PBD FP, FAK inh, PTPN22 act, Rev-RRE block, PLK1 kinase inh, F-actin modifier, PTK2B oligo ant, EphB4 antag, PTPN22 inh 2
#1 CCn1c(Cc2ccccc2)nnc1SCC(=O)Nc1ccc2c(c1)OCO2
 : -5, -4, -2, 1, -5, 12, 0.48, -3, 1
#2 O=C(OCCNC(=O)c1ccc2ccccc2n1)c1cccnc1
 : -12, -1, 10, -2, -34, 8, -0.07, -2, -8
#3 Cc1ccccc1Nc1nc(N)nc(CSc2nc3ccccc3c(=O)n2C)n1
 : 1, 1, -6, 12, -196, 12, -3.1*, 2, 7
#4 CN1CCN(C(=S)Nc2ccc([N+](=O)[O-])cc2)CC1
 : 6, 0, -6, 3, -6, 12, -0.27, -1, 10
#5 COc1cccc(-c2nc(-c3ccccn3)no2)c1OC
 : -2, 3, -4, 10, -8, 16, -0.83, 7, 4
#6 O=C(O)c1cccc(NC(=O)C2C3C=CC(C3)C2C(=O)OCC(F)(F)C(F)F)c1 (stereo not given)
 : -32, 0, 2, 2, -12, 5, 0.42, -7, -2
#7 O=C(O)C1CCCN1S(=O)(=O)c1ccc(Cl)c(Cl)c1 (stereo not given)
 : -15, 0, 5, 9, -2, 17, -0.26, -5, -9
#8 Brc1cccc(-c2nnc3n2CCC3)c1
 : -13, 1, -12, 8, -1, 27, -0.32, -6, 11
#9 Cn1c(=O)c2c(nc(N3CCN(c4ccccc4)CC3)n2CCCc2ccccc2)n(C)c1=O
 : 0, 3, -4, 11, -5, -17, -0.29, 0, 4
#10 COc1ccc(Cn2c(SCC(=O)NCc3ccco3)nc3ccsc3c2=O)cc1
 : -9, -4, -4, -2, 9, -5, -1.5, -15, 2
#11 CCOc1ncnc2c1oc1nc(CC(C)C)c3c(c12)CC(C)(C)OC3
 : -3, 3, -8, 6, -13, -1, -0.66, 4, 5
#12 CCOC(=O)c1sc(NC(=O)CSc2nnc(-c3ccco3)o2)c(C(=O)OCC)c1C
 : -4, -1, -6, 6, -6, 2, 0.63, 0, 5
#13 Cc1ccc(-c2cc(-c3ccc(F)cc3)nc(N)c2C#N)o1
 : -21, -2, 2, 17, -9, 45, -0.5, 7, 0
#14 Cn1nc(CC(=O)Nc2ncc(Br)s2)c2ccccc2c1=O
 : 38, 9, -2, 5, 0, 33, -0.43, 2, 4
#15 CC(C)Oc1ccccc1C1CC(=O)Nc2c1c(=O)n(C)c(=O)n2C (stereo not given)
 : -23, -2, -1, 0, -7, 7, x, -5, 0
#16 CCn1c(COc2ccc(C)cc2)nnc1SCC(=O)Nc1cc(OC)ccc1OC
 : 2, 9, -2, 10, 1, 5, -0.38, 4, 1
#17 C=C(C)Cn1c(N2CCN(CC)CC2)nc2c1c(=O)[nH]c(=O)n2C
 : -10, 3, 8, 6, -15, -14, x, 0, -9
#18 COc1ccc2ccc(Oc3ncccn3)cc2c1
 : 4, 2, -2, 6, -3, -30, 1.7, 7, -1
#19 COc1cc2c(cc1OC)C(CC#N)=NC(C)(C)C2
 : -26, -4, 7, 1, 5, x, 0.18, 4, -6
#20 O=C(C/C=N/OCc1c(Cl)cccc1Cl)c1ccccc1
 : 1, -1, -3, 13, -20, -23, 0.22, -4, -1

Laid out differently: 2 of the compounds above
15. CC(C)Oc1ccccc1C1CC(=O)Nc2c1c(=O)n(C)c(=O)n2C (stereo not given)
16. CCn1c(COc2ccc(C)cc2)nnc1SCC(=O)Nc1cc(OC)ccc1OC
compound no. | 15 | 16
Plk1 PBD FP | -23 | 2
FAK inh | -2 | 9
PTPN22 act | -1 | -2
Rev-RRE block | 0 | 10
PLK1 kinase inh | -7 | 1
F-actin modifier | 7 | 5
PTK2B oligo ant | x | -0.38
EphB4 antag | -5 | 4
PTPN22 inh 2 | 0 | 1

(list continues)
Each structure is followed by: Plk1 PBD FP, FAK inh, PTPN22 act, Rev-RRE block, PLK1 kinase inh, F-actin modifier, PTK2B oligo ant, EphB4 antag, PTPN22 inh 2
#21 NC(=O)COC(=O)c1cc(S(=O)(=O)N2CCOCC2)ccc1N1CCCCC1
 : 16, 1, 28, -1, -11, -13, -0.19, -13, -29
#22 Cc1ccc(S(=O)(=O)N(CC(=O)N2CCc3ccccc3C2)c2cccc(Cl)c2)cc1
 : 22, -2, -2, 4, -11, -8, -0.65, -12, 5
#23 Cc1ccc(-c2nc(N)n(C(=O)Cc3ccccc3)n2)cc1
 : 10, -7, 8, 9, -4, -1, -0.08, -5, -13
#24 CC(NC(=O)c1ccc(Cl)cc1)c1nnc(SCc2ccc([N+](=O)[O-])cc2)n1C (stereo not given)
 : 24, 5, 7, 8, -8, 4, 0.49, -4, -4
#25 C=CCNc1nc2c(c(=O)[nH]c(=O)n2C)n1CCCCC
 : 2, 1, 1, 1, -8, 3, -0.45, 4, -4
#26 Cc1cccc(NC(=O)C(=O)NCc2ccccn2)c1
 : 6, -1, -8, 10, -9, 21, 1.4, -3, 10
#27 CCOC(=O)c1cc(C(=O)OCC)cc(-n2c(C)cc(C(=O)CN3CCOCC3)c2C)c1
 : -37, 5, -8, 3, -6, 21, 0.38, 6, 4
#28 Cc1ccccc1C(=O)NCCSc1ccccc1
 : -15, 1, 8, 1, -3, -5, 0.29, -9, -8
#29 CSc1cc(-c2ccc(Cl)cc2)n(Cc2ccccc2)c(=O)c1C#N
 : -18, -1, 13, 7, -53, x, 0.87, 6, -11
#30 CCNc1ccc(S(=O)(=O)C(F)(F)F)cc1NC(=O)C12CCC(CC1)C2
 : -3, -1, -6, 8, -6, -2, 0.62, -1, 3
#31 C=CCn1c(SC(C)CC)nc(O)cc1=O (stereo not given)
 : -1, -3, 9, 3, -16, -5, -4.5*, -2, -10
#32 CCc1nnc(N2CCN(c3ncnc4c3oc3ccccc34)CC2)s1
 : -11, 2, -2, 14, -8, 3, -0.69, -5, 2
#33 Cn1c(=O)[nH]c(=O)c2c1nc(N1CCOCC1)n2CC(O)COc1ccc2ccccc2c1 (stereo not given)
 : -18, -2, 1, 6, 9, 34, 0.07, 6, 3
#34 O=C(NCCN1C(=O)CCC1=O)c1ccncc1
 : -5, 3, 13, 10, -12, -16, -0.22, 5, -15
#35 O=C1NC(c2ccccc2)=C(c2ccc3ccccc3n2)C(c2ccncc2)N1 (stereo not given)
 : -24, -3, 5, 0, -9, -2, -0.28, -5, 0
#36 CCOc1ccc(S(=O)(=O)n2ccnc2)c2ccccc12
 : -2, x, 4, x, -16, -7, x, x, -6
#37 O=C(CCCC(=O)N(CC(=O)NC1CCCC1)Cc1ccc(F)cc1)Nc1ccccn1
 : 5, -1, 38*, 2, -4, 38, 0.52, -3, -41
#38 CCCCN1C(=O)/C(=c2\sc3nc(=O)c(-c4ccccc4)nn3c2=O)c2ccccc21
 : -5, -12, -8, 8, -9, -2, 0.54, 4, 11
#39 CC(C)(C)c1ccc(OCC(=O)NNC(=O)CCc2ccccc2)cc1
 : 6, -5, 8, 7, 0, 18, 0.61, 5, -2
#40 CCOC(=O)Cn1nc(-c2ccc(Cl)cc2)cc1N
 : -3, 0, 6, 8, -8, 1, 0.55, -6, -8

Going on with the list:
Each structure is followed by: Plk1 PBD FP, FAK inh, PTPN22 act, Rev-RRE block, PLK1 kinase inh, F-actin modifier, PTK2B oligo ant, EphB4 antag, PTPN22 inh 2
#41 CC1CCc2nc(N)c(C#N)c(-c3cccnc3)c2C1 (stereo not given)
 : -9, -5, 6, 4, -21, -8, x, 3, -8
#42 NC(=O)c1noc(C(=O)N(CC(=O)NC2CCCC2)Cc2ccc3c(c2)OCO3)c1N
 : 7, -2, -2, 6, -8, 8, -0.3, 0, 3
#43 CCOC(=O)CSc1nc(C)c(C(=O)OCC)s1
 : -25, -2, -3, 4, -7, -7, 0.61, 6, 4
#44 COc1ccc(N(C)C(=O)CCS(=O)(=O)c2cccc3nonc23)c(OC)c1
 : 3, -2, -5, -1, -8, -6, -0.38, -3, 6
#45 CCOC(=O)CSc1nnc(CSc2nc(C)cc(C)n2)n1Cc1ccco1
 : 8, 2, -2, 3, -9, -21, 0.63, -4, 0
#46 Cc1cc(C)nc(Nc2ncc(O)n2-c2ccc(C)c(Cl)c2)n1
 : 17, 1, -4, -3, -8, 11, 1, 0, 1
#47 CC(C)CC(NC(=O)OC(C)(C)C)C(=O)NCc1ccccc1 (stereo not given)
 : -8, -4, -5, 0, -13, 8, 0.6, -4, 3
#48 CC(C)C(C)(C#N)NC(=O)CSc1nc2scc(-c3ccco3)c2c(=O)n1-c1ccccc1 (stereo not given)
 : -14, -3, -5, 6, -11, -32, 0.18, -5, 4
#49 CCCC(=O)N1CCN(c2nc(CC(C)C)c3c(c2C#N)CCC3)CC1
 : 1, 3, 4, 2, -18, 38, -0.1, 4, -7
#50 Cc1cc(C)c(C)c(S(=O)(=O)N2C(=S)NC(=O)C2C(C)C)c1C (stereo not given)
 : -16, 0, -15, 3, -11, -8, -0.31, 2, 12
#51 CC1CCN(C(=O)CN(c2ccc(Oc3ccccc3)cc2)S(C)(=O)=O)CC1
 : 4, -3, 15, 2, -1, -25, -0.88, -2, -18
#52 CCSc1nc2c(c(=O)[nH]c(=O)n2C)n1C
 : -25, -1, 2, 2, 1, -56, 1, -6, -3
#53 O=C(CSCc1ccc(Cl)cc1)Nc1ccc2c(c1)OCO2
 : -22, 0, 11, -5, -2, 7, 0.36, 2, -12
#54 Cc1cc(NC(=O)CSc2nc3ccccc3c(=O)n2C(C)c2ccccc2)no1 (stereo not given)
 : 4, 2, -8, 12, -6, 21, -1.5, 1, 10
#55 O=C(O)Cc1ccc(NC(=O)C2CC=CCC2C(=O)O)cc1 (stereo not given)
 : 9, -1, 4, 11, -5, -15, x, 2, -4
#56 N#CCCN(C(=O)Nc1ccccc1)c1ccccc1
 : 35, -5, 0, 3, 0, 4, 1, -3, 4
#57 CCCn1cc2c(c1-c1cccc(C)c1)c(=O)n(C)c(=O)n2C
 : -22, 1, 9, -1, -13, -6, 0.12, -8, -5
#58 Cc1cc(=O)oc(C)c1C(=O)NCCC(C)C
 : -21, 3, -8, 0, 2, -19, -0.57, 11, 7
#59 CC(C)(C)n1nc2c(c1NC(=O)c1ccc(Br)cc1)CS(=O)C2 (stereo not given)
 : -17, -6, -2, -5, 14, 4, x, -7, -1
#60 Cc1cc(C)cc(NC(=O)CN2CCc3ccccc3C2)c1
 : 3, -4, 4, 8, -12, -29, -1.4, -1, 0

New compounds follow
Each structure is followed by: Plk1 PBD FP, FAK inh, PTPN22 act, Rev-RRE block, PLK1 kinase inh, F-actin modifier, PTK2B oligo ant, EphB4 antag, PTPN22 inh 2
#61 Cn1/c(=N/N=C/c2ccc(Cl)c([N+](=O)[O-])c2)sc2ccccc21
 : 12, 6, -10, 7, -13, 10, -0.91, 5, 13
#62 C/C(=C\C(=O)c1ccc(Cl)cc1)Nc1ccc(N2CCOCC2)cc1
 : 13, -2, -17, 2, -7, -8, -1.1, -6, 17
#63 O=C(CN1CCOCC1)Nc1cc(Cl)ccc1Cl
 : 14, -7, -3, 1, -5, -3, 1.1, 0, 0
#64 COCC(=O)n1cc(C(=O)OC)c2ccccc21
 : -19, 2, -1, 7, -10, 14, 0.58, -5, 2
#65 CN1CCN(Cc2cc(COCc3ccccc3)c3cccnc3c2O)CC1
 : 9, 2, -16, 2, 14, 17, 1.2, 4, 13
#66 COc1ccc(CNC(=O)c2ccc3nccnc3c2)cc1
 : 6, -2, 0, 4, -2, 1, 1.4, 2, -2
#67 O=C(c1ccc(F)cc1F)N(Cc1ccccn1)Cc1ccco1
 : 8, -5, 0, 7, -8, 22, 1.3, 4, -3
